# RNase H inhibition – RNase H inhibition, HIV 1 Gag Pol polyprotein, FRET biochemical assay, screening (AID 372); HIV-1 RT RNase H, FRET RNA/DNA substrate fluorescence; higher % means a stronger effect; inhibition, % at 10 µM, or IC50 in µM where a hit was titrated; 0.77% of 100,000 active; in the data active means inhibition above about 50%
# * = called active by the depositor.
SMILES	RNase H inhibition
Cc1ccc(C(=O)Nc2ccccc2)cc1S(=O)(=O)Nc1ccc(NC(=O)c2ccccc2)cc1	14.0%
N#CC1=C(N)Oc2cc(N)ccc2C1c1ccc(Cl)cc1 (configuration not stated)	8.0%
Nc1nonc1-c1ncc(-c2ccc(Br)cc2)nn1	0.0%
CC(NC(=O)CSc1nnc(SCC(=O)NC(C)c2ccccc2)s1)c1ccccc1 (configuration not stated)	2.0%
COC(=O)Oc1ccc(/C=C2/C(=O)N(c3ccccc3)N=C2C)cc1OC	6.0%
Nc1c(S(=O)(=O)Cc2ccccc2)sc2nc3c(cc12)CCCC3	15.0%
CCOC(=O)C1=C(C)N=c2s/c(=C\c3cc(I)c(O)c(OC)c3)c(=O)n2C1c1ccc(OC)c(OC)c1 (configuration not stated)	5.0%
CC1CCOP(=O)(C(Nc2cc(Cl)cc(Cl)c2)c2ccc(Br)cc2)O1 (configuration not stated)	9.0%
COc1ccccc1CC(=O)Nc1ccc(F)cc1	10.0%
O=C(CCCN1C(=O)/C(=C\c2ccccc2Cl)SC1=S)Nc1ccc(Cl)cc1	7.0%
CC(=O)Nc1ccc(OC(=O)c2ccc([N+](=O)[O-])cc2)cc1	0.0%
COc1ccc2nc(SCC(=O)Nc3cc(C)ccc3C)[nH]c2c1	14.0%
COc1ccc(Cc2cnc(NC(=O)c3ccccc3Cl)s2)cc1	11.0%
OCCNCCCCOc1c(Cl)cccc1Cl	8.0%
O=C(c1cccc(F)c1)N1CCN(Cc2ccc([N+](=O)[O-])cc2)CC1	13.0%
CCSCCOC(=O)C1=C(C)NC2=C(C(=O)CC(c3ccccc3)C2)C1c1ccc(N(C)C)cc1 (configuration not stated)	3.0%
S=C(Nc1ccc(Cl)c(Cl)c1)NC1CC1	3.0%
O=C1c2ccccc2C(=O)N1Cc1nc2ccccc2c(=O)o1	2.0%
CC1=C(C)CC2C(=O)N(c3cccc(C)c3)C(=O)C2C1 (configuration not stated)	0.0%
N/C(=N\OCC(=O)N1CCOCC1)c1nonc1N	2.0%
Cc1c(N(C(=O)c2ccc([N+](=O)[O-])cc2)C(C)C)c(=O)n(-c2ccccc2)n1C	4.0%
COc1ccc(S(=O)(=O)N(CC(=O)Nc2ccccc2F)c2ccc(C)cc2)cc1OC	0.0%
Cc1ccc(N2C(=O)NC(=O)/C(=C\c3ccc(-c4ccc([N+](=O)[O-])cc4Cl)o3)C2=O)cc1	18.0%
CCOc1cc(/C=c2\sc3nc4ccccc4n3c2=O)ccc1OCc1cccc(C)c1	20.0%
C=CCSc1nc(N)c(C#N)c(-c2cccs2)c1C#N	9.0%
Cc1c(C(=O)Nc2ccncc2)cccc1[N+](=O)[O-]	6.0%
O=C(CCN1C(=O)/C(=C\c2cccs2)SC1=S)N1CCCC1	8.0%
COc1ccc(/C(C)=N/NC(=O)c2ccccn2)cc1[N+](=O)[O-]	0.0%
Cc1ccc(C2(C)NN=C(c3ccccc3)S2)o1 (configuration not stated)	17.0%
Cc1cccc(C=Nn2c(-c3ccccc3)n[nH]c2=S)c1	22.0%
O=C(c1cc2ccccc2s1)N1CCCCC1	0.0%
COCCOC(=O)C1=C(C)NC2=C(C(=O)CC(c3ccc(Cl)cc3)C2)C1c1ccc(C)cc1 (configuration not stated)	4.0%
CSCCNS(=O)(=O)c1ccc(C)c([N+](=O)[O-])c1	0.0%
O=C1C=C(Nc2ccc(Cl)cc2)CC(c2ccc(Cl)cc2)C1 (configuration not stated)	14.0%
O=C(NC(=S)Nc1ccc2oc(-c3ccccc3F)nc2c1)c1cccc(Cl)c1	14.0%
O=C1/C(=C/c2ccc(-c3ccccc3[N+](=O)[O-])o2)SC(=S)N1c1cccc(C(F)(F)F)c1	16.0%
Cc1ccc2c(c1)-c1c(ssc1=S)C(C)(C)N2C(=O)CC(C)C	17.0%
C=CCOc1ccc(/C=N/NC(=O)CSc2ncccn2)c(O)c1	10.0%
O=C1/C(=C\c2ccccc2)SC(=S)N1CN1CCCCC1	0.0%
CSCCOC(=O)C1=C(C)NC(=O)NC1c1ccccc1Cl (configuration not stated)	4.0%
CCCCCCN1C(=O)C(=O)/C(=C(\O)c2ccccc2)C1c1ccc(OC)c(OC)c1 (configuration not stated)	6.0%
COc1ccc(COC(=O)C2=C(C)NC3=C(C(=O)CCC3)C2c2cccc(OC)c2OC)cc1 (configuration not stated)	7.0%
COC(=O)c1c(NC(=O)COc2ccc(Br)cc2)sc2c1CCC2	17.0%
O=C(Nc1ccc(Cl)cc1)Nc1ccc2c(c1)OCCO2	10.0%
CCCCOc1ccc(C(C)(CC(=O)O)C(=O)O)cc1 (configuration not stated)	3.0%
CCOC(=O)c1c(NC(=O)C2CC2c2ccccc2)sc2c1CCC(C)C2 (configuration not stated)	21.0%
O=C(Nc1cccc(Cl)c1)N1CCN(C/C=C/c2ccccc2)CC1	6.0%
O=Cc1ccc(OCC(=O)O)c(Br)c1	0.0%
COc1ccc(N2C(=O)NC(=O)/C(=C\c3cc(C)n(-c4ccc(N5CCOCC5)cc4)c3C)C2=O)cc1	14.0%
N#Cc1c2c(c(N3CCCCC3)n3c1nc1ccccc13)CCC2	0.0%
Cc1cc(=O)oc2cc3cc(C)n(C)c3cc12	3.0%
Cc1cc(Cl)cc(Cl)c1OCC(=O)Nc1cccc(-c2nc3ccccc3s2)c1C	15.0%
O=C(Nc1cccc(Cl)c1)Nc1nnc(-c2ccccc2F)s1	44.0%
Fc1ccc(-c2noc(/C=C/c3ccccc3)n2)cc1	4.0%
CCOc1ccccc1NC(=O)c1c(NC(=O)c2ccccc2)sc2c1CCC2	8.0%
Cc1nc2ccccn2c1C(=O)NC1CCCC1	1.0%
Cn1c(O)c(/C=C2\C=Nc3ccccc32)sc1=S	31.0%
Cc1ccc(C(=O)/C=C/NNC(=O)c2ccccc2)cc1	10.0%
CCCc1sc(/N=C/c2c(C)[nH]n(-c3ccccc3)c2=O)c(C(=O)OCC)c1C	5.0%
COc1ccc(C(=O)NC(=S)Nc2ccc(-c3nc4ccc(C)cc4o3)cc2)cc1	12.0%

# Random excerpt: 2 records from the list
SMILES	RNase H inhibition
O=C1/C(=C/c2ccc(-c3ccccc3[N+](=O)[O-])o2)SC(=S)N1c1cccc(C(F)(F)F)c1	16.0%
O=C(Nc1cccc(Cl)c1)N1CCN(C/C=C/c2ccccc2)CC1	6.0%

# (continued)
SMILES	RNase H inhibition
CCCN1CCN(C(=O)C2COc3ccccc3O2)CC1 (configuration not stated)	8.0%
COc1ccc(/C=C/c2nc3sc4c(c3c(=O)o2)CCCC4)cc1	14.0%
O=C(CSC1=NC(=O)C(Cc2ccccc2)C(=O)N1)Nc1ncccn1 (configuration not stated)	13.0%
O=C(c1cccc(F)c1)N1CCN(c2cc(N3CCOCC3)c(F)cc2[N+](=O)[O-])CC1	1.0%
N#CC1=C(c2ccccc2)C(c2ccccc2)OC1=O (configuration not stated)	14.0%
N/C(=N\OC(=O)c1ccccc1Br)c1ccccn1	2.0%
CCOC(=O)N1CCN(CC(O)COc2c(F)cc(Br)cc2F)CC1 (configuration not stated)	6.0%
CCc1cc(=O)oc2cc(OCc3ccc(Br)cc3)ccc12	12.0%
Cc1sc(C2C(C#N)=C(N)OC3=C2C(=O)CCC3)cc1Br (configuration not stated)	5.0%
Cc1ccc(C(=O)Nc2cc(-c3nc4ncccc4o3)ccc2C)cc1C	12.0%
O=C(CCCOc1ccccc1)Nc1ccc([N+](=O)[O-])cc1	12.0%
Cc1cc(Br)ccc1OCC(=O)O/N=C(\N)c1ccccn1	18.0%
N#CCCC(CCC#N)C1=NCCc2ccccc21	9.0%
COc1ccccc1OCC(=O)Nc1ccc(C(C)=O)cc1	1.0%
CC1(/C(CCc2ccccc2)=N/NC(N)=O)CCCCC1	0.0%
CCOC(=O)c1ccc(-n2c(C)cc(/C=C3\SC(=S)NC3=O)c2C)cc1	15.0%
COc1ccc(S(=O)(=O)Nc2cccc(Cl)c2Cl)cc1	3.0%
Cc1ccc(Nc2nc(-c3ccccc3)c3cc(Cl)ccc3n2)c(C)c1	26.0%
CCC(C(=O)Nc1nc2ccc(C)cc2s1)c1ccccc1 (configuration not stated)	16.0%
O=C1/C(=C/c2cccs2)SC(=S)N1CCC(=O)N1c2ccccc2Sc2ccccc21	18.0%
Cc1ccc(-n2nc3cc(C)c(NC(=O)COc4ccc(Cl)cc4)cc3n2)cc1	8.0%
Cc1ccc(N2C(=O)C3C4c5ccccc5C(C)(c5ccccc54)C3C2=O)c(C)c1 (configuration not stated)	14.0%
COc1ccc(C2C3C(=O)N(c4ccccc4Cl)C(=O)C3ON2c2ccccc2)cc1 (configuration not stated)	13.0%
Cc1ccc(S(=O)(=O)NC2=NCN(CC(=O)O)CN2)cc1	45.0%
N#CC1=C(N)OC2=C(C(=O)CC(c3ccccc3)C2)C1c1ccc(Br)s1 (configuration not stated)	8.0%
Cc1cccc(NC(=O)/C(C#N)=C\c2ccc(-c3ccc([N+](=O)[O-])cc3Cl)o2)c1	0.0%
Cc1cccc(N2C(=O)NC(=O)C(=Cc3ccc(N(C)C)c([N+](=O)[O-])c3)C2=O)c1	7.0%
CCOC(=O)c1c(NC(=O)C2C3CCC(C3)C2C(=O)O)sc2c1CCC(CC)C2 (configuration not stated)	14.0%
Cc1ccc(NC(=O)c2c(-c3c(Cl)cccc3Cl)noc2C)cc1C	15.0%
O=C(CCc1ccccc1)Nc1ccc(Br)c(Cl)c1	8.0%
Cc1cc(Cl)ccc1OCC(=O)Nc1ccc(-c2nc3ccccc3o2)cc1	20.0%
CCCN(CCC)CC(O)COC1CCC(C(C)(C)C)CC1 (configuration not stated)	4.0%
O=C1c2ccccc2NC(c2ccccc2)N1c1ccc(Br)cc1 (configuration not stated)	11.0%
COC(=O)c1ccccc1NC(=O)CSc1nc2ccc(NC(=O)c3ccccc3C)cc2s1	7.0%
Clc1cccc(CN2CCN(Cc3ccncc3)CC2)c1	3.0%
COCCNC(=O)COc1ccc(Cl)cc1	3.0%
O=C1C(Cl)=C/C(=N\S(=O)(=O)c2ccc(Cl)cc2)C(Cl)=C1Cl	4µM*
Cc1cccc(OCC(=O)NCC(=O)n2nc(C)cc2C)c1	0.0%
COc1ccc(S(=O)(=O)N2CCN(Cc3cc(OC)c(OC)cc3OC)CC2)cc1	3.0%
Cn1c(=O)c2c(ncn2CC(=O)NC(c2ccccc2)c2ccccc2)n(C)c1=O	15.0%
COC(=O)COc1c(Cl)cc(/C=C2\C(=O)NC(=O)N(c3cc(C)cc(C)c3)C2=O)cc1Br	3.0%
CCOC(=O)C(Cc1ccccc1)SC#N (configuration not stated)	3.0%
CCOC(=O)c1sc(NC(=O)CC)nc1C	1.0%
C=CCN1C(=O)/C(=C/c2cc(C)n(-c3cccc(C(=O)O)c3)c2C)SC1=S	23.0%
COc1ccc(Nc2nc3cc(C)ccc3cc2C)cc1	9.0%
Cc1nc2c(cc1C(=O)/C=C/c1ccc(I)cc1)CCCC2	3.0%
CCOC(=O)c1ccc(NC(=O)CN(c2ccccc2OCC)S(=O)(=O)c2ccccc2)cc1	12.0%
COc1ccc(OC)c(/C=N/NC(=O)C(=O)Nc2ccc(C)c(C)c2)c1	0.0%
COc1cccc(-c2nc3ccccc3[nH]2)c1	2.0%
COc1ccc(Br)cc1C(=O)Nc1cccc([N+](=O)[O-])c1	0.0%
C(=N\Nc1nn[nH]n1)/c1ccc(N2CCOCC2)cc1	13.0%
Cc1cccc(/C=N/NC(=O)c2ccc(O)c(O)c2)c1	56.0%*
COC(=O)c1ccc(N=Cc2ccc(C#Cc3ccccc3)cc2)cc1	33.0%
CC(=O)Nc1ccc(C(=O)Nc2cccc([N+](=O)[O-])c2C)cc1	15.0%
COc1ccc(C(=O)NC(=S)Nc2ccccc2F)cc1OC	19.0%
COc1ccccc1C(=O)C(=O)NC1CC(C)(C)NC(C)(C)C1	0.0%
Cc1cccc(Nc2nc(-c3c(C)nc4ccccn34)cs2)c1	22.0%
Cc1cccc(NC(=O)C(=O)NCc2ccc3c(c2)OCO3)c1	5.0%
CCOC(=O)C1=CN(c2ccc(C)cc2)C=C(C(=O)OCC)C1c1cc(OC)c(OC)c(OC)c1	13.0%
COc1ccccc1OCCOCCOc1c(C)cc(C)cc1Br	11.0%

# Structures above that contain an NH in an aromatic ring, in the order listed:
SMILES	RNase H inhibition
COc1ccc2nc(SCC(=O)Nc3cc(C)ccc3C)[nH]c2c1	14.0%
Cc1cccc(C=Nn2c(-c3ccccc3)n[nH]c2=S)c1	22.0%
CCCc1sc(/N=C/c2c(C)[nH]n(-c3ccccc3)c2=O)c(C(=O)OCC)c1C	5.0%
COc1cccc(-c2nc3ccccc3[nH]2)c1	2.0%
C(=N\Nc1nn[nH]n1)/c1ccc(N2CCOCC2)cc1	13.0%

# (list continues)
SMILES	RNase H inhibition
Cc1cccc(C2(c3cccc(C)c3)CC2C(=O)N2CCCCC2)c1 (configuration not stated)	19.0%
Cc1cccc(OCC(=O)O/N=C(\N)Cc2ccc([N+](=O)[O-])cc2)c1	16.0%
O=C(N/N=C/c1ccc2ccccc2c1)c1cccc(Cl)c1	18.0%
Cc1ccc(S(=O)(=O)NN2C(=O)/C(=C/c3ccc(F)cc3)SC2=S)cc1	11.0%
COc1cc(Cl)ccc1S(=O)(=O)n1cnc2cc(C)c(C)cc21	19.0%
CCCOc1ccc(-c2ccc(-c3nc(-c4cccnc4)no3)cc2)cc1	1.0%
CCN1C(=O)/C(=C/c2cc(Cl)cc(Cl)c2OCCOc2ccccc2C)SC1=S	13.0%
CC(c1ccccc1)N1C(=O)c2ccc(C(=O)c3ccc(C(=O)O)cc3)cc2C1=O (configuration not stated)	5.0%
CCOC(=O)c1ccccc1NC(=O)C(C)Oc1ccccc1 (configuration not stated)	30.0%

# These rows are one share of the data (hit frequency here may not be typical).
